Screens deposited in PubChem by several laboratories.
CCHF vOTU inh – CCHFV vOTU protease inhibition; Pep-AMC fluorescence; inhibition, % at 11.5 µM; 370,000 compounds, 0.55% hits; in the data active means inhibition above about 30%; further: 0% = vehicle wells with enzyme and 100% = no enzyme wells
Anthrax LF inh2 – anthrax lethal factor protease inhibition | P15917 | multiplex microsphere protease cleavage assay, LF | inhibition, % at 10 µM | 360,000 compounds, 0.12% hits | AID 588501; further: plate controls were buffer without enzyme for full effect and enzyme alone for no effect
Target sequence (P15917 whole entry, looked up): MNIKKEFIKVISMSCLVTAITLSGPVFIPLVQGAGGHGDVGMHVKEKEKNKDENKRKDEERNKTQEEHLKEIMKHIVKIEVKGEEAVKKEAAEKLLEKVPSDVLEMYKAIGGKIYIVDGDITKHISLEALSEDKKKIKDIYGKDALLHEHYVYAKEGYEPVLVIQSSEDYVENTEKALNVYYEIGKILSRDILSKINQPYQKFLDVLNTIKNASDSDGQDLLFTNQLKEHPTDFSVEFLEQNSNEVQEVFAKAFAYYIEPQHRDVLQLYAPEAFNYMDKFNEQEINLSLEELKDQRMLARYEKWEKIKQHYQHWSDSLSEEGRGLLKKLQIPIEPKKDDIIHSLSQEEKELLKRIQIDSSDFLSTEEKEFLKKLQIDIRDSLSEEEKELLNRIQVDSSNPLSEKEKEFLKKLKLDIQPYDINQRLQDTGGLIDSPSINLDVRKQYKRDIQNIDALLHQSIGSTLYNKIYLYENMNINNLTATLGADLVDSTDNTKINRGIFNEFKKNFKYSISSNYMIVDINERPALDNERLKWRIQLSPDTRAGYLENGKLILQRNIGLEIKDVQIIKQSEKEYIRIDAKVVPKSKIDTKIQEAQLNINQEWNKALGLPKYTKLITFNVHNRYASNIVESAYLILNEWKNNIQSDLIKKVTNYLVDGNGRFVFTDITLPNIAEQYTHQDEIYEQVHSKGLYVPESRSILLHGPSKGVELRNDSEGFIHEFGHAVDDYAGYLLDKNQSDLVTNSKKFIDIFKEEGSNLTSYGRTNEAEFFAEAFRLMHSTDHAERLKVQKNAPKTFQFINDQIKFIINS
TcdB GH inh – TcdB glycohydrolase inhibition; P18177; TcdB glycohydrolase enzymatic assay, plate reader; inhibition, % at 9.99 µM; 350,000 compounds, 0.24% hits; AID 652162; in the data active means inhibition above about 10%
PrPC TRFRET – reduces human prion protein on the cell surface; AID 720596; inhibition, % at 13.8 µM; P04156; 370,000 compounds, 0.43% hits; cell surface PrPC, TR-FRET read-out; in the data active means inhibition above about 24%; further: 0% = median of the test wells and 100% = reference compound wells
FadD28 FP inh – inhibitors of Mycobacterium tuberculosis FadD28 bisubstrate binding; FadD28 bisubstrate probe binding, fluorescence polarization; inhibition, % at 12.5 µM; 360,000 compounds, 0.22% hits; in the data active means inhibition above about 8.5%, passing the limit was not always enough; inconclusive means no clear call, values can overlap the other calls
Y pestis TopoI – blocks Yersinia pestis topoisomerase I activity; Y. pestis Topo-I cleavage product accumulation, plate reader; activity, % at 10 µM; 360,000 compounds, 0.064% hits; in the data active means activity above about 50%, passing the limit was not always enough; inconclusive means no clear call, values can overlap the other calls; further: inactives centre near 2
BoNT A protease – blocks Botulinum neurotoxin A light chain protease | multiplex microsphere protease substrate cleavage, flow cytometry | inhibition, % at 10 µM | 360,000 compounds, 0.17% hits | AID 588499; further: plate controls were buffer without enzyme for full effect and enzyme alone for no effect
BoNT-F LC inh – blocks Botulinum neurotoxin F light chain protease | 360,000 compounds, 0.22% hits | Multiplex microsphere protease cleavage assay, flow cytometry | inhibition, % at 10 µM; in the data active means inhibition above about 35%, passing the limit was not always enough; inconclusive means no clear call, values can overlap the other calls; further: plate controls were buffer without enzyme for full effect and enzyme alone for no effect
PfHsp40 rescue – rescue of PfHsp40-mediated yeast toxicity; S. cerevisiae expressing PfHsp40, growth rescue, ATP luminescence; AID 504582; growth rescue, % at 12.5 µM; 340,000 compounds, 0.68% hits; in the data active means growth rescue above about 28%, passing the limit was not always enough; inconclusive means no clear call, values can overlap the other calls;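 further: yeast W303a lacking pdr1 and pdr3 grown in galactose medium; growth measured after three days at 30 °C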
An asterisk follows results filed as active; ? = inconclusive; . = not tested or not shown. Unless noted, no stated cut-off is given here; in the data, active means inhibition above about 30%; inconclusive means no clear call, values can overlap the other calls; inactive means below that.

canonical_smiles	CCHF vOTU inh	FadD28 FP inh	BoNT-F LC inh	TcdB GH inh	BoNT A protease	PfHsp40 rescue	Y pestis TopoI	Anthrax LF inh2	PrPC TRFRET
CCCn1nc(NC(=O)c2cccs2)c2cc3cc(OC)ccc3nc21	1	-4.2	-2	.	21	68*	5	18	-4
Cc1cccc(NC(=O)CC(C)(C)C)c1	2	-5.6	3	.	0.8	9.7	9	-2	4
CNC(=O)OC(C)CNS(=O)(=O)c1ccc(C)cc1 (stereo not given)	-11	1.7	-10	.	-0.7	-0.8	0	-3	0
C=C(C)[C@@H]1CC=C(CO)CC1	6	-1.6	-8	-4.1	-0.8	-0.2	5	-4	7
COc1ccc(CCC(=O)N2C[C@H]3C[C@@H](C2)c2cccc(=O)n2C3)cc1	1	0.4	-7	0.0	-0.1	-0.7	-12	4	-1
CCC(=O)NC1=C(Nc2ccc(N)cc2)C(=O)c2ccccc2C1=O	14	-0.9	-39	-4.7	2.1	-1.3	-6	-2	-82
CCn1c(O)c2ccc(C(=O)N=NC(=O)c3ccccc3)cc2c1O	-5	2.5	-16	1.2	-0.8	-0.9	14	-4	-3
COc1ccc2sc(-c3ccccc3OC)c(-c3ccc(OCCN(C)C)cc3)c2c1	4	-19	-8	2.8	-0.2	-0.9	-22	-6	2
O=C(Nc1ccccc1)c1cc(-n2cnnc2)ccc1Cl	-25	-0.7	-21	.	-2.7	1.3	2	-6	-5
O=C(CN1C(=O)S/C(=C\c2ccc(F)cc2)C1=O)NC1C=CS(=O)(=O)C1 (stereo not given)	6	0.6	-4	0.2	-1.4	0.7	4	-1	-4
COC(C[C@H](O)C[C@@H](O)[C@H](C)OCc1ccccc1)OC	3	-3.1	-2	-0.6	0.2	-0.7	-12	-5	-2
C=CCNC(=O)C1CC(=O)N(c2ccc(OCC(=O)Nc3ccc(OC)cc3)cc2)C1 (stereo not given)	-4	-0.8	6	.	-0.3	2.8	2	-2	8
Cc1cc(-c2ccccc2)c(C#N)c(=S)[nH]1	5	-0.4	-5	-0.8	-0.1	4.1	-1	1	-5
CCCOC(=O)c1ccc(NC(=O)CCOc2ccccc2)cc1	-3	-4.3	-8	.	-1.3	6.2	1	0	3
N/C(CCS(=O)(=O)c1ccc(Cl)cc1)=N\OC(=O)c1ccc(Cl)cc1	-10	-3.1	?	-0.5	3.4	-0.8	3	-1	-8
CCOC(=O)[C@]12CCCC=C1N(Cc1ccc3c(c1)OCO3)C(=O)[C@H](CC(=O)NCCCCc1ccccc1)C2	10	.	-11	1.0	-0.3	.	.	-2	0
CC(C)=CCn1c2ccc(NC(=O)NCc3ccc(F)cc3)cc2c(=O)n1C	-111	-1.3	-8	-1.0	0.1	.	15	-1	13
COc1ccc(CCNC(=O)CNS(=O)(=O)c2ccc(Cl)cc2)cc1	-13	-3.0	22	0.3	5.6	.	-2	?	9
O=C(CN1C(=O)CC(c2ccccc2)=Nc2ccccc21)NCc1ccccc1	-4	0.1	-1	.	-0.4	119*	8	-1	-4
O=[N+]([O-])c1ccc2[nH]c(O)c(N=Nc3ccc(F)cc3)c2c1	-12	-2.1	14	0.9	-0.4	-2.3	-6	-13	-2
COc1ccc(CCNC(=O)C(C)OC(=O)c2ccco2)cc1OC (stereo not given)	6	0.4	9	.	0.0	-0.3	9	0	-2
COc1ccc(/C=C/C(=O)c2ccc(O)cc2)cc1	3	-2.0	-12	0.8	-0.8	0.5	-7	5	-2
CC(OC(=O)c1ccc2ncsc2c1)C(=O)Nc1cccc(Cl)c1 (stereo not given)	12	-1.4	-9	-0.6	-0.2	3.4	-1	-5	-1
Cc1ccc(NC(=S)NNC(=S)NCc2ccccc2)cc1	4	-2.1	-13	.	-0.9	-1.1	3	1	2
CC1CN(C(=O)/C=C/c2ccc(SC(F)F)cc2)CC(C)O1 (stereo not given)	-1	-3.5	1	-0.6	0.5	-1.0	-4	-12	-4
CC(C)OC(=O)c1ccc(NCc2cc(O)ccc2O)cc1Cl	3	-0.5	22	-26	1.3	1.6	-9	2	11
CC1=C(C(=O)Nc2ccccc2)C(c2ccco2)n2ncnc2N1 (stereo not given)	1	-2.6	-9	1.5	-0.4	-0.2	-5	-8	-6
CNC(=O)CSc1nnc(-c2ccc3c(c2)OCO3)n1C	-3	-0.1	-1	0.6	0.1	-0.7	7	1	-2
CCOc1ccc(C(=O)Oc2cc(C)[nH]c(=O)c2[N+](=O)[O-])cc1	2	-2.1	3	0.9	-0.4	0.3	-8	-1	-5
CCOC(=O)C1(C)CCCN(C(=O)COc2ccccc2)C1 (stereo not given)	-6	-4.0	1	-0.2	-0.7	.	1	-6	2

One compound at a time (already shown). Order of values: CCHF vOTU inh	FadD28 FP inh	BoNT-F LC inh	TcdB GH inh	BoNT A protease	PfHsp40 rescue	Y pestis TopoI	Anthrax LF inh2	PrPC TRFRET
CCOC(=O)[C@]12CCCC=C1N(Cc1ccc3c(c1)OCO3)C(=O)[C@H](CC(=O)NCCCCc1ccccc1)C2 reads 10	.	-11	1.0	-0.3	.	.	-2	0
COc1ccc(CCNC(=O)C(C)OC(=O)c2ccco2)cc1OC (stereo not given) reads 6	0.4	9	.	0.0	-0.3	9	0	-2
COc1ccc(/C=C/C(=O)c2ccc(O)cc2)cc1 reads 3	-2.0	-12	0.8	-0.8	0.5	-7	5	-2

Other structures.
canonical_smiles	CCHF vOTU inh	FadD28 FP inh	BoNT-F LC inh	TcdB GH inh	BoNT A protease	PfHsp40 rescue	Y pestis TopoI	Anthrax LF inh2	PrPC TRFRET
NC(=O)C1CCN(C(=O)C(=O)c2cn(CC(=O)N3CCCC3)c3ccccc23)CC1	-3	1.7	6	1.4	1.8	-0.6	-2	-2	0
CCCCN1CC(COC)Oc2cccc(F)c2S1(=O)=O (stereo not given)	-10	-0.4	-3	5.3	-0.3	-0.7	5	-4	0
O=[N+]([O-])c1ccc(O)c(CN2CCCCCC2)c1	-1	1.8	.	-0.4	.	-1.6	10	.	5
CCN=c1scc(C)n1/N=C/c1ccc(O)c(O)c1O	13	5.3	-28	.	-1.4	3.0	-8	-40	-8
COc1ccc(C(=O)N/N=C(/C)c2cccc(NC(=O)C(F)(F)F)c2)cc1	16	-2.8	4	.	0.3	-0.9	-8	0	4
COc1ccc(NC(=S)N(Cc2ccc(C(=O)O)cc2)Cc2ccc(OC)c(OC)c2)cc1	-2	-2.4	-4	0.2	-0.8	0.5	2	-1	5
COC(=O)C1=C(C(=O)OC)[C@@H]2N(C)c3ccc(OC)cc3[C@@]23C[C@@H](C(=O)OC)N=C3N1	-5	-2.2	4	-12	-0.2	0.3	-1	-8	-8
Cc1ccc(Nc2nnc(SCc3cc(=O)n4cc(C)ccc4n3)s2)cc1	-11	-3.1	-3	0.1	-1.1	-1.9	8	-1	4
CCOP(=O)(OCC)C(NC(=O)Cc1ccccc1)C(Cl)(Cl)Cl (stereo not given)	-9	-2.8	-1	0.7	0.7	0.2	-4	-4	-1
CC(C)c1ccc(CC(=O)N2CCC2(C)C(=O)Nc2cccc(C#N)c2)cc1 (stereo not given)	6	-2.2	-4	-0.9	-0.4	.	33	-3	4
Cc1ccc(S(=O)(=O)NC(CC(=O)OCc2ccccc2)C(=O)OCc2ccccc2)cc1 (stereo not given)	9	-0.3	-5	0.9	0.0	.	?	-4	6
Cc1ccc(NC(=O)CN(C)S(=O)(=O)c2cccc3nsnc23)cc1	4	-3.8	7	.	-0.3	-0.8	7	2	-30
Cc1ccc(-c2cc(C(=O)Nc3ccc(S(=O)(=O)Nc4nccs4)cc3)c3ccccc3n2)c(C)c1	20	-4.7	0	.	-0.4	1.6	17	-4	8
Cn1c(NC(=O)c2ccc(Cl)s2)cc(=O)n(C)c1=O	0	-0.6	-7	.	-2.5	-0.6	-2	-4	-9
COc1cc(NC(=O)[C@@H]2CCCN2S(=O)(=O)c2cccc3cccnc23)cc(OC)c1OC	-5	-1.9	-2	1.3	0.6	-2.0	3	-2	-6
COC(=O)c1[nH]c(C)c(/C(O)=C2\C(=O)C(=O)N(CCN(C)C)C2c2cccc(OC)c2OC)c1C (stereo not given)	10	-5.2	0	.	0.4	-1.4	3	-1	-3
O=C(Nc1ccccc1F)c1ccc(COc2ccc(Cl)cc2Cl)o1	9	-3.0	19	.	3.4	6.2	19	5	-2
Cc1cccc(Cc2cnc(N3C(=N)SC(c4ccccc4)C3=O)s2)c1 (stereo not given)	8	0.0	-7	0.0	-0.5	-0.3	-1	-2	-3
CCCCCOc1ccc(C(=O)NC(CCC)C(=O)O)cc1 (stereo not given)	-7	-2.9	-5	.	-0.4	-0.4	-6	-1	0
N/C(=N\OC(=O)c1ccc(Cl)cc1[N+](=O)[O-])c1ccccn1	-4	-1.1	3	0.4	0.5	1.6	-5	-14	0
COc1ccc(NS(=O)(=O)c2ccc(O)c(C(=O)OCC(=O)N3CC(C)OC(C)C3)c2)cc1 (stereo not given)	7	-3.8	-4	.	0.3	0.4	1	0	7
COc1ccc2c(c1)C(=O)CC(c1ccccc1F)O2 (stereo not given)	-6	-1.9	-4	.	-1.2	0.3	10	-6	7
Cc1ccc(CS(=O)(=O)Cc2ccc(C(=O)NCCc3ccccc3)o2)cc1	13	0.2	4	-1.0	-0.2	0.2	20	0	6
OCC[C@@H]1C[C@@H](O)[C@H](O)[C@]2(CCCc3ccccc3O2)O1	4	2.5	-8	0.6	-0.7	-1.6	5	-2	-1
CC1CN=C(NC(=O)c2cccc([N+](=O)[O-])c2)S1 (stereo not given)	7	-0.7	-18	-0.1	2.8	9.3	0	3	-14
Cn1sc2ccccc2c1=O	-3	-4.2	0	1.0	0.5	.	-4	-1	-5
COCCn1c(SCC(=O)NC(=O)NCc2ccccc2)nc2ccccc2c1=O	4	1.0	.	1.0	.	-1.2	9	.	-5
CCOc1ccc(C(=O)NCC2CCN(CC3CCCCC3)CC2)cc1	-5	-0.5	?	0.2	-10	-1.3	8	-13	2
COc1ccc(-c2cc(C(=O)OC3CCOC3=O)c3ccccc3n2)cc1 (stereo not given)	-2	-5.6	-9	.	?	3.6	7	5	-9
CC(=O)Nc1ccc(S(=O)(=O)N2Cc3ccccc3-n3nncc3C2)cc1	-2	0.5	-1	0.5	0.3	.	-4	-3	12
Cc1nc2c(=O)n(C)c(=O)[nH]c2n1Cc1ccccc1	-6	0.9	-2	.	-0.4	-0.2	-2	-3	6
CCOc1ccccc1NC(=O)Cn1nnc(C(=O)NCc2cccs2)c1N	2	-2.8	4	-0.9	0.9	-0.9	12	0	5
O=C(Nc1c(C(=O)O)[nH]c2ccccc12)c1cccc(C(F)(F)F)c1	-7	2.7	6	2.0	-1.0	-0.1	6	4	2
CS(=O)(=O)Nc1ccc(C(=O)N2CC(=O)Nc3ccccc32)cc1	-7	-3.8	-4	0.0	-3.0	-1.0	-4	3	-2
COc1ccc2c(c1)CC(C(=O)Nc1ccc(Cl)cc1)/C(=N/O)O2 (stereo not given)	-12	-3.8	8	1.7	1.3	-0.9	-1	5	2
CC(C)NC(=O)C1(C)CCCN1Cc1ccccc1C#N (stereo not given)	10	-1.7	0	-2.9	0.2	.	3	-7	11
CCOCCCNC(=O)c1ccc(Cn2c(=S)[nH]c3c([nH]c4ccc(OC)cc43)c2=O)cc1	-7	-1.8	-3	0.5	-0.9	-1.7	-4	-4	0
O=C(NCCc1csc(-c2cccnc2)n1)c1cccs1	-5	-0.2	-12	1.1	-1.7	-1.3	-6	-5	0
O=C1NN(c2cccc(Br)c2)C(=O)/C1=C/c1cccs1	10	1.3	.	0.9	.	0.4	-7	.	-1
CCCCCNCc1ccc(OCc2ccc(Cl)nc2)c(OC)c1	4	-1.2	-5	0.4	0.0	-0.1	1	-2	-11
CC(=O)Oc1ccc(-c2csnn2)cc1	-2	-2.6	-2	.	-0.2	0.6	4	-2	-4
Cn1c(C(C#N)C(=O)Cc2cccc3ccccc23)nc2ccccc21 (stereo not given)	3	-2.2	6	.	0.9	-1.7	-5	0	-3
